miR-122 sensor = inhibitors of miR-122 in Huh7 cells; Huh7 miR-122 Renilla luciferase sensor, 48 h; neutral wells = 0, positive control = 100; activation (reporter increase), % at 12.5 µM; 340,000 tested, 0.3% active; AID 602342;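 active = mean replicate activation score at least 90 and every replicate individually at or above 90; inconclusive = only one of the two criteria met; inactive = neither criterion met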;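 also: higher luciferase means less miR-122 activity so hits act as miR-122 inhibitors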
CFTR F508del cor = correctors of CFTR F508del function in bronchial epithelial cells. CFBE cells, YFP halide quenching; stimulated with forskolin plus potentiator P3; % fluorescence drop versus neutral controls. activity (quench increase), % at 7.58 µM. 350,000 tested, 0.36% active. AID 720511;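 active = mean added fluorescence quench of at least 8% versus neutral control, with both replicates also reaching 8%; inconclusive = only one of the mean or replicate conditions met; inactive = mean below 8% and not both replicates reaching 8%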;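 also: cells transiently co-express mutant CFTR-F508del with the halide-sensitive YFP; corrector assay measuring rescue of mutant channel to the surface after 24 h compound exposure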
ERp5 inh = blocks human ERp5 reductase activity on insulin; 350,000 tested, 0.05% active; AID 651711; ERp5 insulin aggregation, absorbance 650 nm, 90 min; Q15084; inhibition, % at 9.99 µM;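 active = mean replicate inhibition above about 25%, with every replicate also reaching it, limit read from the data, passing the limit was not always enough; inconclusive = only one of those two criteria met; inactive = neither criterion met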
CASP6 VEID inh = inhibitors of human caspase-6; P55212; purified caspase-6, Z-VEID-R110 cleavage fluorescence; inhibition, % at 12.5 µM; 350,000 tested, 0.53% active;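 active = mean inhibition across replicates at least about 35%, with every replicate also reaching that limit, limit read from the data; inconclusive = only one of the two criteria met; inactive = neither criterion met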;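 also: 0% = median of neutral control wells and 100% = no fluorescence left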
DENV2 CPE = inhibitors of DENV2 cytopathic effect. CPE inhibition, % at 9.99 µM. 350,000 tested, 1.7% active. AID 651640. DENV2-infected cells, cytopathic effect rescue, plate reader; in the data active = CPE inhibition above about 20%, passing the limit was not always enough; inconclusive = no clear call, values can overlap the other calls; tested in BHK-21 cells;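 also: 0% = median of neutral control wells and 100% = median of positive control wells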
ERAP1 inh = inhibitors of human ERAP1 aminopeptidase. Q9NZ08. recombinant ERAP1, Leu-AMC fluorescence, 60 min. inhibition, % at 10.7 µM. 340,000 tested, 0.15% active;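 active = mean replicate inhibition of at least 30%, or all replicates individually reaching that 30% level; inactive = mean below 30% and not every replicate reaching it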;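 also: 0% = neutral control wells and 100% = L-leucinethiol positive control wells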
Target sequence (Q9NZ08 whole entry, looked up): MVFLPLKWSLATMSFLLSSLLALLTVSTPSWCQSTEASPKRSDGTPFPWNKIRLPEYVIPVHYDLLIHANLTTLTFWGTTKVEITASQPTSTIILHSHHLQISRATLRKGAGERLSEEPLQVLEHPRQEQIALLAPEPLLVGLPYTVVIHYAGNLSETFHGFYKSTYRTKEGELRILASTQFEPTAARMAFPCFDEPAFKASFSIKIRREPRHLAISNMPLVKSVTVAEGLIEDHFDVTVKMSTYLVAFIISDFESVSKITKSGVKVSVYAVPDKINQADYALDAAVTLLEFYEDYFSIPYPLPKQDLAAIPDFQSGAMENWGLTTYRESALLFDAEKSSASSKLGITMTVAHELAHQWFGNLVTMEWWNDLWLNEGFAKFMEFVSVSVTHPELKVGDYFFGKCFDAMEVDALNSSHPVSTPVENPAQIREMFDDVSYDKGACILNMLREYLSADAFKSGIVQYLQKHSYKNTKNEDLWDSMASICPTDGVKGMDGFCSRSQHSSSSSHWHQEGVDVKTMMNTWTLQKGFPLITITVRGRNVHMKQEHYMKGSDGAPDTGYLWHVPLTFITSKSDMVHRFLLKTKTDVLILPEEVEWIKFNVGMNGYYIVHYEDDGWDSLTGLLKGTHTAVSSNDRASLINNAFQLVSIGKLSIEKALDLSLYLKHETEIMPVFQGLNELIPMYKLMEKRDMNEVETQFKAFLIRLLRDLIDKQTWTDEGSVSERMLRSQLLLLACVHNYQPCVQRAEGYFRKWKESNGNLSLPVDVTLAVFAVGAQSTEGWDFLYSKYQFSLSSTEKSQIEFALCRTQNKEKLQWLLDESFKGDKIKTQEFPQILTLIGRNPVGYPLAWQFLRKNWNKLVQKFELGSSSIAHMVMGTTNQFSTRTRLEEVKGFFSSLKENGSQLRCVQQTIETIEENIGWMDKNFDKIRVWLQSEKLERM
SIRT5 inh = inhibitors of human sirtuin-5 desuccinylase. Q9NXA8. Purified SirT5, succinyl-peptide AMC, trypsin-coupled fluorescence. inhibition, % at 15 µM. 330,000 tested, 1.1% active. AID 652115; in the data active = inhibition above about 15%; inconclusive = no clear call, values can overlap the other calls
* marks the source's active call; other numbers are inactive results; ? = inconclusive; . = no result given; & = joins results of further samples; [ ] = dose if it differs, or a comment.

Each structure is followed by: miR-122 sensor, CFTR F508del cor, ERp5 inh, CASP6 VEID inh, DENV2 CPE, ERAP1 inh, SIRT5 inh
> CCCc1ccc2oc(C(=O)N3CCC(C(N)=O)(N4CCCCC4)CC3)c(C)c2c1
  0, 1.0, 7, 11, -1, -2, 12
> COc1ccccc1S(=O)(=O)N(C)C[C@@H]1Oc2ncc(-c3ccc(C)cc3)cc2C(=O)N([C@H](C)CO)C[C@@H]1C
  12, -2.0&0.8, 5&-1, 3&0, -1&5, 5&8, 0&1
> CCN(c1ccccc1)S(=O)(=O)c1ccc(C(=O)NCC2(N(C)C)CCCCC2)cc1
  -9, 0.9, 2, -3, -3, 3, -7
> CCCCCCc1nc2nc(Cl)c(Cl)nc2[nH]1
  ., -0.3, 5, -1, 9, 0, .
> O=C(Cn1c(-c2cscn2)nc2ccccc21)Nc1ccc2ccccc2c1
  3, 0.7, 1, 0, 0, -1, -1
> CSC1=NS(=O)(=O)c2c(C)nn(C)c2S1
  -7, -7.4, -5, 1, 6, 87*, 1
> O=C(CSc1ncccn1)NC1CCCC1
  -3, -1.1, 3, 0, -8, -1, 3
> O[C@@H]1Cc2ccccc2O[C@H]1c1ccccc1
  -4, 4.2, 1, 2, -1, 3, -1
> O=C(Nc1cc(F)ccc1F)N1C[C@@H]2[C@H](c3ccccc31)[C@H](CO)N2Cc1cccnc1
  29[16.7 µM], 0.4, 3, 0, 11, 5, -2
> c1ccc(-n2cccc2)c(N2CCCCC2)c1
  -1, -0.6, 1, -1, 0, 4, -3
> COc1ccc(N(CC(=O)N2CCN(c3cccc(C)c3C)CC2)S(=O)(=O)c2c(C)noc2C)cc1
  -7, 2.8, -2, -2, 2, -3, 7
> Cc1nn(C)c(C)c1C(C)NC(=O)c1ccc(OC2CCN(Cc3ccccn3)CC2)cc1 (configuration not stated)
  ., 0.2, 1, -4, 1, -1, -6
> O=C(NC[C@H]1N[C@H](CO)[C@@H]1c1ccc(C2=CCCCC2)cc1)c1cccc(F)c1
  50[16.7 µM], 1.2, -1, ., 10, ., -6
> OC1(C#CCN2CCCC2)c2ccccc2-c2ccccc21
  ., 0.0, -2, 5, -3, 0, -1
> O=C(C[C@@H]1CC[C@H]2[C@@H](COC[C@H](O)CN2S(=O)(=O)c2ccccc2)O1)Nc1ccc(-c2ccccc2)cc1
  -4[16.7 µM], 0.9, -1, -1, -8, 1, -2
> Cn1nc2c3cc(F)ccc3n(Cc3ccc(F)cc3)cc-2c1=O
  ., -0.9, 3, 0, -1, -1, -1
> CCC(=O)N1CCc2nc(-c3ccccc3)sc2C1
  -7, 0.0, 0, -1, ?, -2, -8
> CO[C@H]1CN(C)C(=O)c2ccc(NC(=O)NC(C)C)cc2OC[C@H](C)NC[C@@H]1C
  ., -2.3, 0, 1, 30*, -3, -3
> O=C(c1cccc(F)c1)N1C[C@H]2[C@@H](c3ccccc31)[C@H](CO)N2C(=O)C1CCCCC1
  -12[16.7 µM], -1.4, 1, -2, 14, -3, 1
> Cc1[nH]ccc2cc3nc4ccccc4c3cc12
  4, -1.1, 3, ., 5, 2, 0
> O=C(Cn1cc(CN2C(=O)COC[C@H]2c2ccccc2)nn1)Nc1nccs1
  ., -0.7, 2, -1, -17, 0, 4
> CC(C)(C)NC(=O)C(c1ccc(-c2ccccc2)cc1)n1c(=O)c(-c2cc3ccccc3[nH]2)nc2ccccc21 (configuration not stated)
  ., -0.6, -2, -1, 12, ., 3
> COCCOC(=O)c1c(NC(=O)CN2c3ccccc3CC2C)sc(C(N)=O)c1C (configuration not stated)
  ., -1.9, 0, 1, -4, -2, 1
> C[C@@H]1CCCCO[C@@H](CN(C)Cc2ccc(C(=O)Nc3ccccc3N)cc2)[C@@H](C)CN([C@H](C)CO)C(=O)c2cc(NC(=O)Cc3ccccc3)ccc2O1
  ., -1.3, 4, -2, -6, 2, .
> O=C(COC(=O)C1CC2CCCC(C1)C2=O)Nc1nc(-c2ccc(F)c(F)c2)cs1 (configuration not stated)
  -6, -0.2, 1, 5, -10, 1, 2
> CO[C@@H]1CN(C)C(=O)c2ccc(NS(=O)(=O)c3ccccc3C)cc2OC[C@H](C)N(C)C[C@H]1C
  ., -2.0, 2, ., -4, ., -4
> Cc1ccc(-c2nn(-c3cccc(F)c3)cc2CN2CCN(c3ccccn3)CC2)o1
  -1, -0.7, 13, 12, -2, 0, -8
> Cc1ccc(S(=O)(=O)N2CCCCC2)cc1NC(=O)CNc1ccccc1N1CCCC1=O
  ., -1.7, 3, 2, 1, -1, -22
> CCCn1nnc(NC(=O)/C=C/c2ccc(C(C)C)cc2)n1
  -5, 0.2, 1, 1, 11, 5, 0
> Cc1noc(C)c1NC(=O)Nc1ccc2c(c1)C(=O)N([C@@H](C)CO)C[C@@H](C)[C@H](CN(C)S(=O)(=O)c1c(C)noc1C)OCCCC[C@H](C)O2
  4[16.7 µM], -0.6, -2, 1, 0, -1, 13
> Cc1ccc(S(=O)(=O)NCC(=O)Nc2ccc3c(c2)OCCO3)cc1
  1, 1.0, 5, -4, 1, -1, 3
> COc1cc2cnc(-c3ccccc3)c(-c3ccc(C(F)(F)F)cc3)c2cc1OC
  1, 1.4, 8, ., -13, 0, .
> Cc1ccc(-n2nc(C)cc2NC(=O)CC#N)cc1
  ., 0.4, 3, 1, 3, -4, 3
> CC1CCN(S(=O)(=O)c2ccc(NC(=O)CCN3C(=O)c4ccccc4C3=O)cc2)CC1
  ., 0.2, 2, 8, 1, 1, -2
> COC(=O)c1cc(-c2c(-c3cc(OC)c(OC)c(OC)c3)noc2C)cc([N+](=O)[O-])c1
  0, 2.1, 3, -3, 21*, -3, -5
> CCN1C(=O)[C@@H]2[C@@H](c3ccc(-c4ccccc4)cc3)N3CCC[C@@]3(C(=O)OC)[C@@H]2C1=O
  -2, -0.9, -4, 1, -27, -2, .
> CC(C)C(C(=O)Nc1ccncc1)c1ccc(Cl)cc1 (configuration not stated)
  2, 0.6, 4, -16, 0, -6, 0
> CCCC(=O)Nc1ccc2c(c1)OC[C@@H](C)N(CCC)C[C@@H](C)[C@@H](OC)CN(C)C2=O
  ., -5.9, 0, 3, 8, -3, -4
> O=C1c2ccccc2C(c2nnnn2Cc2ccccc2)N1Cc1cccc(F)c1 (configuration not stated)
  ., 2.4&0.6, 2&-1, 3&-2, 4&-2, ., -5&1
> CN1CCN(S(=O)(=O)c2ccc(CNC(=O)c3ccccc3)s2)CC1
  -4, 0.9, 4, -1, 2, -2, -5
> COCCCNC(=O)c1ccc(CS(=O)(=O)c2ccc(OC)cc2)o1
  5, -0.7, -2, -2, 1, -1, 3
> O=C(Nc1nnc([C@@H]2C[C@H](O)[C@@H](CO)O2)s1)Nc1cccc(Cl)c1Cl
  -20, -0.9, -1, 0, 6, -4, -2
> Nc1cc(C(=O)N2CCN(c3ccc([N+](=O)[O-])cc3)CC2)ccc1N1CC2CC(C1)c1cccc(=O)n1C2 (configuration not stated)
  -5, -0.3, 10, 4, -3, 4, 1
> COCCn1c(=O)[nH]c2cc(C(=O)Nc3cc(C)cc(C)c3)ccc2c1=O
  -11, 1.9, 1, -1, -2, 0, 4
> Cc1c(O)ccc2c(CN(C)Cc3ccccc3)cc(=O)oc12
  4, -1.9, 5, 7, 10, ., -5
> CCOC(=O)[C@]12CCC=C1N(Cc1cccc3ccccc13)C(=O)[C@H](CC(=O)N1CCCC1)C2
  ., -2.1, -5, 0, 37*, 0, -7
> COc1cccc(C#Cc2cnc3c(c2)C(=O)N([C@H](C)CO)C[C@@H](C)[C@H](CN(C)C(=O)C2CCOCC2)O3)c1
  3[16.7 µM], 4.4, -9, 5, 9, -2, -9
> CCNC(=O)C1CCCN(C(=O)c2cccc(Cl)c2)CC1 (configuration not stated)
  -2, -0.6, 0, -1, 7, -2, .
> CCOC(=O)C1=C(C)NC(C)=C(C(=O)OCC)C1C(=O)OCC(=O)NCc1ccccc1
  -4, 0.9, -4, 3, 10, 16, -2
> COc1ccccc1-c1cn(CC[C@@H]2CC[C@@H](NC(=O)C3CC3)[C@@H](CO)O2)nn1
  ., 0.9, 3, 6, 6, 0, 2

Later entries:
Each structure is followed by: miR-122 sensor, CFTR F508del cor, ERp5 inh, CASP6 VEID inh, DENV2 CPE, ERAP1 inh, SIRT5 inh
> CCOC(=O)c1c(C)c(C(=O)N2CCN(c3ccc(F)cc3)CC2)c(C)n1C
  64, 5.8, -1, 5, ., -2, 2
> CC(=O)Nc1ccc(S(=O)(=O)N2CCN(S(=O)(=O)c3ccccc3)CC2)cc1
  -2, -2.0, 0, 1, -2, -2, 2
> CCOc1ncccc1C(=O)OCC(=O)Nc1cc(C(C)(C)C)ccc1OC
  2, 1.3, 1, 1, 2, 0, 0
> CCN(C(=O)COC(=O)c1cc(-c2ccccc2)nc2c1c(C)nn2-c1ccc(C)cc1)C1CCS(=O)(=O)C1 (configuration not stated)
  ., 8.2*, 4, 2, ., -6, -5
> CC(/C=N/NC(=O)c1cccs1)=C\c1ccco1
  2, -1.3, 2, 4, 6, -3, 6
> C[C@@H]1CN([C@H](C)CO)C(=O)c2cc(NC(=O)Nc3ccc4c(c3)OCO4)ccc2O[C@@H](C)CCCCO[C@H]1CN(C)S(=O)(=O)c1ccc(F)cc1
  -1[16.7 µM], -0.4, 2, 1, 12, 0, 6
> Brc1ccc(CNCCCSc2ncccn2)cc1
  -5, -2.6, -2, -21, ?, 3, -2
> O=C(Nc1cc(F)ccc1F)N1CCCCN2[C@H](CO)[C@@H](c3ccc(-c4ccncc4)cc3)[C@H]2C1
  9[16.7 µM], 5.3, -5, 0, -8, -3, -4
> COC(=O)c1ccccc1NC(=O)CCC(=O)N1CC(C)Oc2ccc(C)cc21 (configuration not stated)
  2, 0.1, 0, 0, 15, 6, 0
> C[C@H](O)[C@@H]1CN2CCc3c([nH]c4ccc(-c5ccc6c(c5)OCO6)cc34)[C@@H]2C[C@@H]1N(C)C(=O)Nc1cc(Cl)cc(Cl)c1
  -1, -1.2, -2, -1, -4, ., 0
> Cn1ccnc1CN1CCCCC1C(=O)Nc1ccc(Oc2cccnc2)cc1 (configuration not stated)
  37, -2.2, 1, -14, 10, -3, -1
> Clc1ccc(C(c2cccs2)N2CCNCC2)cc1 (configuration not stated)
  ., -0.9, 2, -2, ?, 0, .
> O=C(CN1C(=O)NC(c2ccccc2)(c2ccccc2)C1=O)Nc1cccnc1Cl
  ., -1.5, 1, 1, -4, -4, 3
> COc1cc(OC)nc(C(NC(=O)C2CCN(Cc3ccc(N(C)C)cc3)CC2)c2ccc(F)cc2)n1 (configuration not stated)
  -7, -1.3, 5, 3, 7, 1, -2
> COc1ccc(CNC(=O)Nc2nc(C(N)Cc3ccc(Cl)cc3)cs2)cc1 (configuration not stated)
  3, 5.6, -6, -3, ?, 12, -14
> CC(=O)C1C(c2ccc(C)cc2)c2c(noc2C)CC1(C)O (configuration not stated)
  1, -3.9, -3, -10, 1, ., .
> CC(=O)N1CCCCN2[C@H](CO)[C@@H](c3ccc(-c4cccc(C(=O)N(C)C)c4)cc3)[C@@H]2C1
  9[16.7 µM], -0.8, 7, 1, -10, 1, 0
> CC1CN(C(=O)Nc2cccc(C(F)(F)F)c2)CC(C)O1 (configuration not stated)
  ., -3.0, -13, -8, 0, -5, 2
> Cc1cccc(-n2c(SCC(=O)c3c(N)n(C4CC4)c(=O)[nH]c3=O)nnc2N2CCOCC2)c1
  -2, -2.6, -11, -3, -9, 0, -1
> COc1cccc(C(=O)N/N=C(\C)c2cccc(NC(=O)c3ccc(F)cc3)c2)c1OC
  ., 0.5, -1, 9, 0, -1, 0
> C#CC[N+]1(CC#Cc2ccc(C)cc2)CCCCC1
  ., 0.9, -1, -59, -10, -9, -1
> O=C(CNC(=O)OCc1ccccc1)NCC(=O)NC(Cc1c[nH]c2ccccc12)C(=O)O (configuration not stated)
  -3, 1.3, -2, 2, 7, -1, .
> COc1ccc(N2C(=O)C(CC(=O)Nc3ccccc3)N(Cc3ccc(OC)c(OC)c3)C2=O)cc1 (configuration not stated)
  2, 0.2, 2, 0, -4, 1, .
> O=C(CSc1nnc(NC(=O)c2ccccc2F)s1)NCC1CCCO1 (configuration not stated)
  -6, 1.3, 1, 1, -5, 6, -1

Bioassay records deposited in PubChem BioAssay by Broad Institute.

Compounds were not picked by outcome, and some 4% of all compounds hit somewhere here.
